Source: PubChem (Sanford-Burnham Center for Chemical Genomics)
NALP3 yeast inh = inhibitors of NALP3 inflammasome in yeast; 330,000 compounds, 0.39% hits; Yeast reconstituted NLRP3/ASC/caspase-1, beta-gal luminescence, 24 h; inhibition, % at 10 µM;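 active = inhibition of 50% or more; inactive = inhibition below 50%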;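 note: plate controls were induced DMSO wells for no effect and uninduced yeast grown without galactose for full effect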
GRIN3A LBD mod = modulates the human NR3A ligand-binding domain | AID 1259313 | NR3A LBD differential scanning fluorimetry, Tm shift; 0% = protein alone, 100% = glycine-bound protein | Tm shift relative to glycine control, % at 25 µM | 340,000 compounds, 2.5% hits;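 active = melting temperature shift of at least 10% of the positive control shift, at one fixed dose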
tim10-1 inh = inhibits growth of tim10-1 mutant yeast; inhibition, % at 20 µM; 330,000 compounds, 2.2% hits; S. cerevisiae tim10-1 ts strain growth, BacTiter-Glo, 24 h;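 active = inhibition of at least 40%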;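 note: mutant grown at 25 °C; 0% = DMSO wells with yeast and 100% = wells holding no yeast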
Mdm2-MdmX inh = human Mdm2/MdmX binding inhibition. O15151+Q00987. SaOS-2 split-luciferase Mdm2/MdmX complementation, luminescence. inhibition, % at 8 µM. 330,000 compounds, 3% hits. AID 485346;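 active = inhibition of at least 50% at 8 µM in the primary screen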
Target sequence (O15151 whole entry, looked up): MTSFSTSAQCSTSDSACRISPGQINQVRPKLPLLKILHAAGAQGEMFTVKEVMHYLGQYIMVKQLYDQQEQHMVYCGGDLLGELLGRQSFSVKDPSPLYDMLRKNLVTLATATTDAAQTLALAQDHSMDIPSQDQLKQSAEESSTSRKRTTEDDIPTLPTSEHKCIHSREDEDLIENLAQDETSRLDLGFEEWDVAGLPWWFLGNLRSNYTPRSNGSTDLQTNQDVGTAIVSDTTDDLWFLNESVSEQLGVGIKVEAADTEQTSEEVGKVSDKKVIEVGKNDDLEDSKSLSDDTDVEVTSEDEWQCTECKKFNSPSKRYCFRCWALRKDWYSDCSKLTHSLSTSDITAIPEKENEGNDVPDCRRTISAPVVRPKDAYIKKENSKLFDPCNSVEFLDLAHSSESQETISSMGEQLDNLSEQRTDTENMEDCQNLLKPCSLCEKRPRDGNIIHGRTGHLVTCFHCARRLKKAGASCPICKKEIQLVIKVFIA
Target sequence (Q00987 whole entry, looked up): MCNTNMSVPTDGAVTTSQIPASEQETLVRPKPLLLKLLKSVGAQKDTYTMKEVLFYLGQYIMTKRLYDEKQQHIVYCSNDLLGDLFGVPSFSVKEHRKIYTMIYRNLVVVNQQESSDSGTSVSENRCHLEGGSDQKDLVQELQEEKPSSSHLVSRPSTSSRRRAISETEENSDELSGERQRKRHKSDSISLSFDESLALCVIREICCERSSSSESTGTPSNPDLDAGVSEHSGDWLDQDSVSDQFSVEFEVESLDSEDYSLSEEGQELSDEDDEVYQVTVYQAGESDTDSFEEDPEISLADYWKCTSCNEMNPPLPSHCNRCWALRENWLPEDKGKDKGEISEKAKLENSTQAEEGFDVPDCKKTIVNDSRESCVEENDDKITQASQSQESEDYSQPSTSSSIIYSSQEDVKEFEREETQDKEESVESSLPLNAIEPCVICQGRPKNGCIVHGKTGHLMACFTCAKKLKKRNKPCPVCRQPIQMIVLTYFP
UPR CHOP act = activators of apoptotic arm of unfolded protein response (CHOP) | CHO-CHOP luciferase reporter, UPR activation, luminescence; percent of tunicamycin response over DMSO baseline | activation, % at 10 µM | 330,000 compounds, 0.34% hits | AID 449763;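 active = at 10 µM dose, activation of 40% or more, normalized to positive control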;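 note: 100% = tunicamycin at 10 µg/mL and 0% = DMSO alone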
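Assay system: CHO-CHOP cells, stable luciferase reporter of PERK-eIF2a-CHOP signalling / Buffer or medium: F12 plus 10% serum / Compound dosing: one dose, 10 µM in 0.5% DMSO / Times: 6 h compound treatment, 37 °C / Technique: luciferase luminescence / Read-out: % reporter activation, DMSO baseline versus tunicamycin full activation / Benchmarks: tunicamycin and DMSO controls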
APJ ag = APJ receptor agonism; 330,000 compounds, 0.11% hits; AID 2520; P35414; activation, % at 20 µM; CHO-K1 APJ PathHunter beta-arrestin, luminescence; 0% DMSO wells, 100% apelin;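 active = activation more than six SD over the plate average, tested at 20 µM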;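 note: 0% = DMSO alone and 100% = apelin-13 at 10 nM; some results filed as inactive read as strong as hits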
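Assay system: engineered CHO-K1 APJ arrestin reporter cells; Amount: 1000 CHO-K1 reporter cells seeded per well; Dosing: one dose, 20 µM compound, 1% DMSO; Times: compound stimulation 90 min at 25 °C, detection 60 min; Measured by: luminescent beta-gal fragment complementation, chemiluminescent substrate; Read-out: APJ–arrestin association signal; Controls: DMSO vs Apelin-13 10 nM.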
tim23-1 inh = tim23-1 yeast growth inhibition | 330,000 compounds, 1.3% hits | inhibition, % at 20 µM | S. cerevisiae tim23-1 growth, BacTiter-Glo luminescence, 24 h;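 active = growth inhibition of the mutant yeast at or above 50%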;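 note: temperature-sensitive mutant grown at 25 °C; plate controls were DMSO-treated mutant yeast for no effect and medium wells lacking yeast for full effect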
XBP1 UPR activ = activators of adaptive arm of unfolded protein response (XBP1); 330,000 compounds, 0.33% hits; CHO-XBP1 luciferase reporter, IRE1-XBP1 UPR activation, luminescence; percent of tunicamycin response, DMSO as zero; activation, % at 20 µM; AID 463104;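 active = versus positive control, 20 µM dose yields 30% or more activation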;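 note: 100% = tunicamycin at 10 µg/mL and 0% = DMSO only wells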
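Assay system: CHO-XBP1 luciferase reporter cells; Schedule: 6 h treatment, 37 °C; Detection: glow luminescence from Steady-Glo reagent; Benchmarks: high control tunicamycin 10 µg/mL final, low control DMSO vehicle only.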
TIM10 inh = TIM10 yeast growth inhibition; AID 463195; S. cerevisiae TIM10 strain growth, BacTiter-Glo luminescence, 24 h; inhibition, % at 10 µM; 330,000 compounds, 1.4% hits;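 active = inhibition of 40% or more at the single tested concentration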;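 note: wild-type TIM10 isogenic control strain grown at permissive 25 °C; 0% = DMSO yeast wells and 100% = minimal medium wells without yeast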
The depositor's hits bear a star; / = not tested or not shown.

SMILES	NALP3 yeast inh	GRIN3A LBD mod	tim10-1 inh	Mdm2-MdmX inh	UPR CHOP act	APJ ag	tim23-1 inh	XBP1 UPR activ	TIM10 inh
CN(C1CCCCC1)S(=O)(=O)c1ccc(-n2cnnn2)cc1	10	3	28	-5	-0.9	-3	21	1	15
Cc1cccc(C)c1NC(=O)C1(NC(=O)Cn2cccc([N+](=O)[O-])c2=O)CCCCC1	10	-3	-15	0	2.0	2	6	-5	9
Clc1ccccc1CSc1nncn1-c1cccnc1	-4	/	7	12	1.6	-2	14	2	-4
N/C(CN1CCCC1=O)=N\OC(=O)c1ccccc1Cl	-13	3	10	8	0.8	-18	8	1	-1
Cc1ccc(C(=O)NCCN2C3=NC[C@H](C)N3C[C@H]2Cc2ccc(O)cc2)cc1Br	6	-1	3	6	-0.2	-4	-6	1	-7
CCCCc1ccc(-c2csc(/C(C#N)=C/c3ccc(C)o3)n2)cc1	20	-5	9	-7	0.3	-1	17	4	12
Cc1c(C(=O)NC2CC(=O)N(c3ccc4c(c3)OCCO4)C2)cccc1[N+](=O)[O-] (stereo unspecified)	1	-3	-7	8	2.2	6	-17	-3	-3
CC(C)N(Cc1nc(-c2ccccc2)no1)S(=O)(=O)c1ccccc1	18	4	8	9	-3.1	-3	21	1	-15
COc1ccccc1N(C)S(=O)(=O)c1ccc(C(=O)OCC(=O)NCc2cccs2)cc1	21	1	9	5	-1.2	1	18	-4	0
O=c1[nH]c(/C=C/c2ccccn2)nc2ccccc12	8	3	23	-2	2.5	-5	49	-4	31
CN(C)/C=C1\N=C(c2ccccc2)OC1=O	19	-1	-23	5	0.0	-2	-11	3	8
CC(C)CC(=O)Nc1ccc2c(c1)OCO2	8	-2	22	-9	4.6	0	19	-4	-9
CC(=O)Nc1cc2c(cc1NC(=O)Cn1nc(-c3ccc4c(c3)OCCO4)ccc1=O)OCCO2	13	-13	-1	9	-2.8	-4	-10	1	0
COc1cc(Br)c(C(=O)c2nccc3cc(OC)c(OC)cc23)cc1OC	16	2	17	24	-0.3	14	30	0	3
CN(C(=O)CN1C(=O)/C(=C/c2ccc(F)cc2)SC1=S)C1CCS(=O)(=O)C1 (stereo unspecified)	7	5	7	15	1.1	4	9	-1	11
O=C1CC(N2CCC(O)(c3ccc(Br)cc3)CC2)C(=O)N1c1ccc(Cl)cc1 (stereo unspecified)	-1	-16	20	0	0.5	-2	25	-2	24
Cc1ccc2nc(-c3ccccc3)c(CN3CCOCC3)n2c1	9	0	9	13	3.1	-1	5	2	1
Cc1csc(Sc2nc3c(c(=O)[nH]c(=O)n3C)n2Cc2ccccc2Cl)n1	7	1	10	12	-3.5	-1	-3	3	-12
O=C(CSc1nnc(COc2ccccc2)n1Cc1ccco1)Nc1ccc2c(c1)OCCO2	8	0	15	25	-1.2	0	7	-5	9
COC(=O)c1cn(Cc2ccc(C(F)(F)F)cc2)cc(F)c1=O	-1	1	-1	17	4.8	-5	2	2	7
NC(=O)c1c(NC(=O)c2cccs2)sc2c1CCCCCC2	25	-7	46*	-48	5.6	0	59*	7	23
CC(C)(Oc1ccc(Cl)cc1)C(=O)NC1CCSC1=O (stereo unspecified)	3	1	19	-29	-0.7	-4	24	-2	-9
CCc1nnc(NC2=NCCC2)s1	1	2	12	10	-2.5	4	8	0	-2
COc1cccc(-c2nc(-c3ccc(C(=O)O)cc3)no2)c1	26	-1	16	-86	-3.8	0	22	-5	17
CCN1CCCC1CN=Cc1c(O)n(-c2ccccc2)c(=O)c2ccccc12 (stereo unspecified)	1	-3	10	4	-1.7	1	2	1	-8
Later entries
SMILES	NALP3 yeast inh	GRIN3A LBD mod	tim10-1 inh	Mdm2-MdmX inh	UPR CHOP act	APJ ag	tim23-1 inh	XBP1 UPR activ	TIM10 inh
O=C(NCc1cccs1)c1noc2c1CCCCC2	19	8	11	-21	2.8	-2	25	3	6
CC1(C)C(=O)OC(c2c(F)c(F)c(F)c(F)c2F)C2(CCCCC2)C1=O (stereo unspecified)	-6	2	28	15	-1.4	0	38	-3	-1
CCc1ccc(-c2cc(C)no2)cc1S(=O)(=O)N1CCCN(Cc2ccc(F)cc2)C1	10	0	9	68*	-0.4	0	7	-1	15
CCOC(=O)C1CCN(Cc2cc(C(C)(C)C)c(O)c(C(C)(C)C)c2)CC1	-9	-1	22	16	0.3	-1	39	-1	16
C[N+]1(CC2COC3(CCCCC3)O2)CCCC1 (stereo unspecified)	-14	-5	5	22	0.3	3	11	0	0
O=C(O)C1Cc2ccccc2-c2ccccc2C1	21	0	21	-34	1.8	-2	17	-4	6
COc1ccc([N+](=O)[O-])cc1NS(=O)(=O)c1ccc(C(=O)N2CCCC2)cc1	20	1	-3	-15	1.0	-5	-5	1	-1
COC(=O)c1cc(Sc2c(Cl)cccc2Cl)ccn1	14	-2	-10	18	0.1	-2	25	1	9
CCCN(CCC)S(=O)(=O)c1nc2nc(C)cc(C)n2n1	4	-12	2	-5	-0.6	-2	8	-2	-23
CC(C)Cn1c(N)c(C(=O)COC(=O)c2cnccn2)c(=O)n(C)c1=O	23	-1	-15	11	-0.3	-1	3	-4	-12
COc1ccc(CC(=O)Nc2ccc(S(=O)(=O)N(C)C3CCN(C)CC3)cc2)cc1	11	0	8	12	1.0	-2	15	-2	0
CCOC(=O)c1ccccc1NC(=O)CSc1nnc(COc2ccccc2C)n1C	2	0	24	3	0.3	-2	40	-2	22
COc1ccc(C(C)=O)cc1COC(=O)CCNS(=O)(=O)c1ccc(C)c(C)c1	17	1	13	17	0.4	-5	17	0	-12
COc1ccc(/C=C/C(=O)OCC(=O)Nc2c(C)cccc2C)cc1	20	8	-5	2	-0.9	-1	-3	-3	9
OCc1nc2ccccc2n1CCCOc1ccc(Br)cc1	16	0	-2	6	0.8	-5	-17	3	-10
COC(=O)c1cccc(NC(=O)c2ccc3c(c2)C(=O)N(Cc2cccnc2)C3=O)c1C	4	0	-22	2	3.1	-4	1	-2	-13
Nc1nonc1-n1nnc(C(=O)N/N=C/c2ccco2)c1CSc1ccccc1	1	27*	-2	3	-1.5	2	9	0	14
CCNC(=O)NC(=O)C(C)OC(=O)CCCSc1nc2ccccc2s1 (stereo unspecified)	7	0	25	17	-2.1	-1	38	-6	26
CCC(C)Sc1cccc(-c2nc3cc(C)ccn3c2NCc2ccccc2)c1 (stereo unspecified)	27	-28	32	-23	0.7	2	23	2	31
Cc1ccc(Cn2ccsc2=NC(=O)COC(=O)c2ccc(O)cc2O)cc1	7	-4	24	4	3.6	6	30	5	7
COc1ccc(S(=O)(=O)N2CCOCC2)cc1NC(=O)c1ccc2c(c1)OCO2	12	0	-2	20	-2.4	-1	1	0	6
Cc1ccc2ccc(C(Nc3ccccn3)c3ccccc3)c(O)c2n1 (stereo unspecified)	0	-1	16	43	3.5	0	9	2	14
O=C1CN(C(=O)c2ccccc2F)c2ccccc2N1	9	-1	2	6	-0.6	-5	2	-2	-14
Cc1ccc(NC(=O)CNCCCN2CCOCC2)cc1S(=O)(=O)N1CCCCC1	13	0	8	-48	-0.6	1	15	2	-7
O=C(Nc1nc(-c2cccs2)cs1)c1cccc(S(=O)(=O)N2CCCCCC2)c1	24	5	40	1	3.6	-4	26	3	37

Next section (2 carried over from the part before).
SMILES	NALP3 yeast inh	GRIN3A LBD mod	tim10-1 inh	Mdm2-MdmX inh	UPR CHOP act	APJ ag	tim23-1 inh	XBP1 UPR activ	TIM10 inh
Cc1ccc(NC(=O)CNCCCN2CCOCC2)cc1S(=O)(=O)N1CCCCC1	13	0	8	-48	-0.6	1	15	2	-7
O=C(Nc1nc(-c2cccs2)cs1)c1cccc(S(=O)(=O)N2CCCCCC2)c1	24	5	40	1	3.6	-4	26	3	37
Cc1cccc(C(C)C)c1NC(=O)CN1C(=O)NC(Cc2ccccc2)C1=O (stereo unspecified)	7	2	12	12	-1.0	-3	-4	-4	-3
CC(C)C(=O)Nc1ccc(C(=O)N/N=C/C2CC3C=CC2C3)cc1 (stereo unspecified)	21	-21	3	-14	-0.3	-5	10	-3	1
COC(=O)c1ccccc1NC(=O)COc1ccc(S(=O)(=O)NC(C)C)cc1	3	1	14	5	0.5	-2	28	1	21
COc1ccc(/C=C/C(=O)NNC(=O)c2cc(C)oc2C)cc1	19	1	-7	31	1.9	14	-6	-5	0
COc1ccc(OC)c(NC(=O)NNS(=O)(=O)c2ccc(C)cc2C)c1	0	3	6	-3	0.7	-4	-1	-5	-4
CCCS(=O)(=O)N1CCC(C(=O)NC2CCC(C)CC2)CC1 (stereo unspecified)	2	-1	12	-15	0.7	-4	19	-5	-3
CCOc1ccc(/C=C2\SC(=O)N(CCNC(=O)CN3C(=O)NC4(CCCC4)C3=O)C2=O)cc1OC	7	1	17	30	1.4	-2	10	-4	11
Cc1cc2c(SCC(=O)NC3CCCC3)ncnc2s1	27	-2	-1	-4	2.4	-4	4	-3	-7
Cc1cccnc1NC(=O)c1ccc(NS(=O)(=O)/C=C/c2ccccc2)cc1	-1	0	-10	10	-1.6	2	-13	-1	7
CC1=C(C(=O)Nc2ccccn2)C(c2ccc(Cl)cc2Cl)NC(=S)N1 (stereo unspecified)	0	0	2	13	1.7	-3	-4	0	-9
Cc1ccc(C(C)C)c(OCC(=O)NCC(c2cccs2)N2CCOCC2)c1 (stereo unspecified)	15	/	24	8	0.4	5	43	-2	20
COc1ccc(/C=N/Nc2nc(Nc3ccccc3)nc(N3CCCCC3)n2)cc1OC	24	-9	33	8	14	-1	24	5	26
COC(CN(C(=O)CCl)C(C(=O)NC1CCCCC1)c1ccc(Cl)cc1)OC (stereo unspecified)	4	-5	43*	26	-0.5	0	38	0	34
CC(=O)c1ccc(OCc2cc(C(=O)N3CCC[C@H]3CO)no2)cc1	6	0	-16	24	-1.8	2	3	-6	0
CN(CC(=O)Nc1ccc(F)c(F)c1F)C(=O)/C=C/c1ccc(Cl)cc1	16	1	0	-18	0.1	0	2	-1	4
COc1ccc(Cl)cc1NC(=O)Cn1nnc(C(=O)NCCc2ccc(OC)c(OC)c2)c1N	-8	-2	13	21	0.5	-1	12	1	8
CC(C)N(C(=O)COC(=O)c1cccc(N(C)C)c1)c1ccccc1	8	4	8	14	-1.4	-3	35	-2	1
CCSc1nnc2c(n1)OC=Nc1ccc(Br)cc1-2	17	-4	17	-7	0.7	-3	41	0	21
O=C1NCCN/C1=C\C(=O)c1ccc(Br)cc1	18	0	21	-61	4.1	-3	18	5	-1

Reformatted: entries from further up
compound: CC(C)C(=O)Nc1ccc(C(=O)N/N=C/C2CC3C=CC2C3)cc1 (stereo unspecified)
  NALP3 yeast inh = 21	GRIN3A LBD mod = -21	tim10-1 inh = 3	Mdm2-MdmX inh = -14	UPR CHOP act = -0.3	APJ ag = -5	tim23-1 inh = 10	XBP1 UPR activ = -3	TIM10 inh = 1
compound: CCSc1nnc2c(n1)OC=Nc1ccc(Br)cc1-2
  NALP3 yeast inh = 17	GRIN3A LBD mod = -4	tim10-1 inh = 17	Mdm2-MdmX inh = -7	UPR CHOP act = 0.7	APJ ag = -3	tim23-1 inh = 41	XBP1 UPR activ = 0	TIM10 inh = 21
